aDG glyco act = activators of alpha-DG glycosylation, primary screen, uHTS, Pro5-aDG cells, AlphaScreen. alpha-DG glycosylation AlphaScreen (IIH6); 0% Pro5, 100% B10-LARGE cell signal. activation, % at 10 µM. 0.22% of 360,000 active. AID 624168, 2012;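 active = activation of at least 8% versus controls, or a plate z-score of at least 8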;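 also: Pro5 are CHO cells carrying HIG-tagged alpha-DG that lacks glycosylation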
Exocytosis inh = LAMP-1 surface exposure blockers, TALL-104 cells – cell-based, flow cytometry, MLPCN library, primary screen; TALL-104 LAMP-1 surface exposure; cells stimulated with thapsigargin and PMA; 0.66% of 360,000 active; inhibition, % at 10 µM;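 active = inhibition above about 55%, limit read from the data; inconclusive = no clear call, values can overlap the other calls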
NOD2-RIPK2 inh = NOD2-RIPK2 binding disruptors in cells, primary screen, fluorescence, CHO cells, BLA complementation; 0.38% of 360,000 active; inhibition, % at 4.98 µM; CCF4 ratio; in the data active = inhibition above about 21%;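 also: 0% = vehicle only and 100% = reference blocker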
TLR9-MyD88 block = inhibitors of TLR9-MyD88 association in cells, primary screen, cell-based, CHO, BLA complementation, fluorescence. Toll-like receptor 9 (Homo sapiens) + Myeloid differentiation primary response protein …. CCF4 FRET ratio. inhibition, % at 4.98 µM. 0.21% of 340,000 active. AID 504734, 2011;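 active = inhibition above the mean over all tested compounds plus 3 SD, cut at about 21% in these data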;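 also: 0% = DMSO only wells and 100% = clavulanate BLA inhibitor control wells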
MC4R ag barr = MC4R agonists recruiting beta-arrestin, primary screen, cell-based, luminescence, agonist arm of biased-ligand search; Melanocortin receptor 4 (Homo sapiens), P32245; U2OS MC4R beta-arrestin complementation; percent of melanotan II response, DMSO zero; 0.98% of 360,000 active; activation, % at 8.9 µM; AID 540308, 2011;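 active = activation above a per-plate cutoff, the mean activation of sample wells on that plate plus 3 SD, cut at about 8% in these data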
ABHD5 PLIN5 PPI = ABHD5-PLIN5 interaction inhibitors, primary screen, cell lysate, split luciferase complementation, luminescence. Perilipin-5 (Homo sapiens) + 1-acylglycerol-3-phosphate O-acyltransferase ABHD5 (Homo …. Split G. princeps luciferase complementation, 4 h. inhibition, % at 4 µM. 0.78% of 360,000 active;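 active = inhibition above the mean inhibition across every tested compound plus 3 SD, cut at about 22% in these data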;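 also: 0% = DMSO only wells and the 100% control is not disclosed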
MC4R antagonist = MC4R antagonists of cAMP signaling, primary screen, cell-based, TR-FRET, antagonist arm of biased-ligand search | inhibition, % at 6.5 µM | AID 540295, 2011 | 0.48% of 360,000 active | MC4R-expressing cells, MTII-stimulated cAMP, LANCE TR-FRET;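 active = inhibition above its plate's cutoff, the mean of tested wells on that plate plus 3 SD, cut at about 29% in these data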;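 also: 0% = Melanotan II alone and 100% = Melanotan II plus saturating MCL0020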
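Test system: U2OS cells stably expressing human melanocortin 4 receptor (MC4R); also added: Melanotan II challenge; compound: 6.5 µM single dose; timing: 30-min compound preincubation, 1-h Melanotan II challenge, 1-h detection, room temperature; signal: Eu-cAMP/anti-cAMP TR-FRET, emission 671 nm; repeats: one well per compound, no replicates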
ABCB6 inh 2 = ABCB6 transporter inhibitors, primary screen, K562-ABCB6 cells, flow cytometry, MLPCN library | ATP-binding cassette sub-family B member 6 (Homo sapiens), Q9NP58 | K562-ABCB6 porphyrin accumulation, 1 h; stronger effect = lower value | fluorescence ratio to DMSO, % at 10 µM | 0.19% of 360,000 active | AID 602162, 2011;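 active = fluorescence ratio to DMSO below 75%, the collection mean minus 3 SD; inconclusive = too few cells collected in the well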;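 also: signal is porphyrin accumulated inside mitochondria; 100% equals median channel fluorescence of DMSO control wells; lower ratio means ABCB6 inhibition with less porphyrin fluorescence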
Target sequence (Q9NP58 whole entry, looked up): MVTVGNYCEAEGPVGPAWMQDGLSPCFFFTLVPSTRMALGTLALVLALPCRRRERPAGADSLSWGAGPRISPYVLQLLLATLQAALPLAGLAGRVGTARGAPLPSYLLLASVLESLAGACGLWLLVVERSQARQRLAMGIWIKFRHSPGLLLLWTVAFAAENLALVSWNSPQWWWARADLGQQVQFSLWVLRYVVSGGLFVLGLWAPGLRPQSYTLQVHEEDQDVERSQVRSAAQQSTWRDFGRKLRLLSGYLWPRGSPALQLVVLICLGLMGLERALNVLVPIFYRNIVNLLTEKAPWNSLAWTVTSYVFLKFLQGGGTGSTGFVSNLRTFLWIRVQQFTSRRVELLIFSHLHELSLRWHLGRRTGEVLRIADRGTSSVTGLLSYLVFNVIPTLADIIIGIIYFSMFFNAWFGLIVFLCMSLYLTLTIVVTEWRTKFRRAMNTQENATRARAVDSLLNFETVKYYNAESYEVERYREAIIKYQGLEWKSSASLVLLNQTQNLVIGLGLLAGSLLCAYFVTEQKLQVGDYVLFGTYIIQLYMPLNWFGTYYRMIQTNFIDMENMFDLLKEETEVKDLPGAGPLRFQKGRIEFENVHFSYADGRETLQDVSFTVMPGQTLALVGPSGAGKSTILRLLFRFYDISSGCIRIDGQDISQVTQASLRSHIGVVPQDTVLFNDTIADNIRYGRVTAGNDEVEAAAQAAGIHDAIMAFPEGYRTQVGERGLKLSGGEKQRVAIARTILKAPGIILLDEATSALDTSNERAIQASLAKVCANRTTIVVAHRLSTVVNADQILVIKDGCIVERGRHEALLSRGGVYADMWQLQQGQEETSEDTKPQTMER
Glyco luc inh = increase of ERlucT glycosylation luciferase signal, primary screen, N-linked glycosylation inhibitor project, D54 ERlucT cells, luminescence, set 2; D54 ERlucT glycosylation luciferase reporter, 24 h; percent of 100 nM tunicamycin response; reporter increase, % at 12.5 µM; 0.23% of 360,000 active;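 active = mean luciferase reporter signal, scaled so untreated is 0 and the glycosylation-blocking control 100, at or above a set limit in every replicate; inconclusive = mean reaches the limit but not every replicate does; inactive = mean below the limit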;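 also: luciferase carries N-glycosylation sites so blocking glycosylation raises the light; 0% = median of neutral control wells and 100% = median of 100 nM tunicamycin wells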
Vif imaging = HIV Vif self-association inhibitors, primary screen, imaging, HEK293T, single point; HEK293T cells, Vif self-association by quenched fluorescence, 24 h; inhibition, % at 7.49 µM; 0.35% of 340,000 active; AID 602346, 2012; in the data active = inhibition above about 50%, passing the limit was not always enough; inconclusive = no clear call, values can overlap the other calls; inactive = below about 31%; also: some results filed as inactive read as strong as hits
Active calls of the source: *; ? = inconclusive; nt = no result given. Only part of the results is shown; the hit share may differ from the screen's.

Below each SMILES: aDG glyco act, Exocytosis inh, NOD2-RIPK2 inh, TLR9-MyD88 block, MC4R ag barr, ABHD5 PLIN5 PPI, MC4R antagonist, ABCB6 inh 2, Glyco luc inh, Vif imaging
O=c1[nH]c(/C=C\c2ccccc2F)nc(O)c1[N+](=O)[O-]
 : 0.0, -7, -8, 2, -0.3, 33*, 3, 96, 1, -34
COc1ccc(NC(=O)COc2ccccc2)cc1NC(=O)c1ccco1
 : -0.1, -13, -8, 2, 0.0, 8, 1, 98, -1, 3
Cc1csc2nc(CNC(=O)c3ccco3)cn12
 : -0.1, 1, -11, 2, -0.2, 3, 4, 95, -3, -5
Cc1ccc(S(=O)(=O)N2C[C@H]3C(=O)C[C@@H](c4ccccc4)N(S(=O)(=O)c4ccc(C)cc4)[C@H]3C[C@H]2c2ccc(Cl)cc2)cc1
 : 0.0, -9, 0, -3, -1.5, -1, 0, 97, -9, -1
CCOc1cc(/C=C2\SC(=NC)N(C)C2=O)c(Br)cc1OC(C)=O
 : 0.3, 7, -3, 1, 0.6, 10, 18, 107, 2, 2
Cc1cccc(Cc2nnc(CCC(=O)N(C)CCc3ccccc3)o2)c1
 : 0.1, 2, 10, 10, -0.2, -2, 5, 105, -1, 7
COc1cccc2oc3ccc(C#CC4(N)CCCCC4)cc3c(=O)c12
 : -0.2, -6, -7, -14, 0.0, -6, -4, 99, -7, 0
Cc1cc(F)ccc1C(O)c1ncc(-c2cccc3ccccc23)[nH]1 (configuration not stated)
 : -0.2, 0, -6, nt, -1.2, -2, 4, 94, -1, -10
CCN1CCCC1CN(Cc1cc2ccc(C)cc2[nH]c1=O)C(=S)Nc1ccc(OC)cc1OC (configuration not stated)
 : 0.1, -1, 14, -5, 3.4, 6, -2, 97, 1, -7
COC(=O)CCC(=O)Nc1ccc(N=Nc2ccccc2)cc1
 : -0.1, 2, -12, 3, 0.9, 5, -3, 94, -4, 12
COc1ccc(C(=O)OCC(=O)N2C(C)CCCC2C)cc1S(=O)(=O)N1CCOCC1 (configuration not stated)
 : -0.1, 1, -13, -3, 0.4, 8, 3, 94, -9, 15
Cc1nnc(NC(=O)c2ccc3c(c2)OCO3)s1
 : 0.0, 0, -9, 2, -3.0, 1, 4, 96, 0, -4
CC(=O)NC(c1cccc(F)c1)c1nc(-c2cnn(C)c2)cs1 (configuration not stated)
 : -0.1, -8, 9, nt, -1.3, 7, -3, 95, 5, 4
Cc1ccccc1NC(=O)CSc1ccc(-c2ccc(-n3cccn3)cc2)nn1
 : -0.2, -6, 6, 1, 0.1, 4, 0, 95, 0, 1
O=C(O)c1ccc(CNCc2ccccc2Cl)cc1
 : -0.2, 2, -10, 2, -2.0, 9, 14, 98, 1, 28
COc1cccc(NC(=O)c2ccccc2NC(=O)c2ccncc2)c1
 : -0.2, 0, 4, -13, 0.1, -1, 13, 98, -3, -6
CCCCC1CCC(C(=O)N(CC(C)C)c2c(N)n(CCCC)c(=O)[nH]c2=O)CC1 (configuration not stated)
 : 0.2, -1, -7, 10, 0.9, -3, 5, 96, 24, 12
Cc1ccc(C)c(OCC(=O)Nc2ccc(N3CCOCC3)cc2N2CCOCC2)c1
 : -0.4, 5, -11, -18, 2.7, 4, 4, 86, -2, -4
COc1ccc2c(c1)CCCN2S(=O)(=O)c1ccc(Cl)cc1
 : 0.0, -1, -14, -14, 0.0, -10, -3, 217, 0, 9
COCCN(C(=O)c1ccc(C#N)cc1)c1c(N)n(Cc2ccccc2)c(=O)[nH]c1=O
 : 0.1, -6, -7, -6, -2.8, 5, 22, 102, -1, -5
CC1(C)CC(=O)C/C(=N/NC(=O)c2ccc(-c3ccccc3)cc2)C1
 : 1.5, -1, -2, 7, -1.5, 3, 16, 113, 3, 1
CC(Sc1nn(-c2ccc(F)cc2)c(=S)s1)C(=O)c1c(N)n(C)c(=O)n(C)c1=O (configuration not stated)
 : 0.1, -1, -6, -5, 0.0, 0, 15, 90, -1, -9
CCC(C)NC(=O)c1ccc(COc2ccccc2Cl)cc1 (configuration not stated)
 : 0.5, 4, -1, 6, -1.9, -5, 1, 94, -2, 2
CNC(=O)CSc1nnc(-c2ccccc2)n1C
 : 0.5, -8, -5, 2, -4.6, -4, 17, 100, 0, 4
CC1(C)C2CCC(C2)C1(C)NC(=O)CNC1CCCCC1 (configuration not stated)
 : 0.2, -1, -15, 0, 1.4, -4, -4, 97, 2, 3
COc1ccc(CNC(=O)CS(=O)Cc2nc(-c3ccc(C)cc3)oc2C)cc1 (configuration not stated)
 : 0.1, 14, -5, -7, 1.0, 8, 7, 101, 2, 3
CCc1cccc(CC)c1-n1c(SCn2nnc3ccccc3c2=O)nnc1-c1cccnc1
 : 0.3, 0, 1, -16, -0.1, 15, 6, 96, -5, -10
CCc1cc2c(=O)[nH]c(Cc3ccc(OC)cc3)nc2s1
 : 1.2, -5, 0, 3, 2.1, 12, -11, 101, -1, 3
CCn1c(N)c(C(=O)NCCCOC)sc1=S
 : -0.1, 4, -11, 1, 2.2, -3, 3, 103, 0, nt
Oc1ccccc1CNc1cnc2ccccc2c1
 : 1.4, 0, -5, 2, -2.2, -12, 1, 103, -2, -1
CC(=O)Nc1sc(C)c(C)c1C(=O)OCC(=O)Nc1cc(S(=O)(=O)N2CCCCC2)ccc1Cl
 : -0.2, -4, -15, 6, 1.1, 3, -3, 97, 1, 0
C[N+](C)(C)CCCCCC[N+](C)(C)C
 : -0.2, -5, -7, 4, 1.2, 3, 3, 95, 1, 0
CCCC(CCC(=O)NC1CCCCC1)C(=O)O (configuration not stated)
 : 0.0, 6, 5, -1, -0.8, 5, 6, 94, 3, 3
COc1ccc(-c2csc(NC(=O)CN3C(=O)NC4(CCCC4)C3=O)n2)cc1OC
 : -0.1, 0, 4, 6, -2.0, -7, -4, 95, 1, 18
Nc1ncnc2c1ncn2[C@@H]1O[C@H](C(=O)N2CCN(Cc3ccccn3)CC2)[C@@H](O)[C@H]1O
 : 0.1, 8, -4, nt, nt, -6, nt, 96, 0, 1
COc1ccc(CCNC(=O)CCc2ccc(S(=O)(=O)NCC(C)C)cc2)cc1
 : -0.1, 2, 4, -1, -2.0, -1, -1, 101, 0, 3
COc1ccccc1NC(=O)Cc1noc(CN(C)Cc2cccs2)n1
 : 0.5, 1, -3, 0, -1.7, -2, 4, 100, -2, 3
CC(=O)c1c(C(=O)O)c2ccccc2[nH]c1=O
 : 0.6, 0, -5, -8, -1.6, 1, 5, 102, 0, -4
O=C(Nc1ccc(N2CCN(C(=O)c3ccccc3)CC2)c(Cl)c1)c1ccco1
 : 1.8, -3, 0, 10, -2.1, 0, 1, 96, -8, 1
CCC(Oc1ccccc1C)C(=O)N1CCCN(C)CC1 (configuration not stated)
 : -0.1, 7, 2, 7, 0.5, 6, -4, 95, 1, 11
C=CC[C@@H](CC(=O)NCCO)C(=O)N[C@H](COC(=O)[C@H](CC=C)CC(=O)OC(C)(C)C)Cc1c[nH]c2ccccc12
 : 0.2, 0, -6, 11, 1.5, -1, 18, 102, 0, -2
CC1(C)CC(=O)C2=C(C1)Nc1ccccc1NC2c1cccs1 (configuration not stated)
 : -0.2, 5, -1, 5, -0.1, -15, -2, 106, 3, 10
CCN(C(=O)Cc1c(C(=O)O)[nH]c2ccccc12)c1cc(OC)ccc1OC
 : -0.4, 0, -2, 1, -1.0, 1, 7, 99, 0, 3
O=C(Nc1cccnc1)c1ccccc1-c1nc(-c2ccccc2F)no1
 : 0.0, 0, -3, 9, -0.6, -4, 9, 105, -4, 3
COc1cc(/C=C/c2ccc(O)cc2)cc(OC)c1
 : 0.1, -4, -5, -4, 0.5, -2, -6, 99, -2, ?
COc1cccc(N2CCN(C(=S)Nc3cccc(C)c3)CC2)c1
 : -0.3, -8, -13, 0, 1.2, -6, -4, 95, -3, 1
O=C1NC(Cc2ccccc2)c2nc3cc(F)ccc3c(=O)n2-c2ncccc21 (configuration not stated)
 : -0.1, 9, -7, -7, 2.1, 0, 20, 100, 2, nt
Cc1nccn1S(=O)(=O)c1cc([N+](=O)[O-])ccc1Cl
 : -0.2, -1, 0, 9, -1.0, 5, -10, 99, -2, nt
CN1CCN(C(=O)CC23CC4CC(CC(C4)C2)C3)CC1
 : -0.1, -6, 8, 1, -1.5, -5, 2, 91, 2, 1
CN(Cc1ccccc1)C(=O)c1[nH]c(C(F)(F)F)nc1-c1ccccc1
 : -0.1, -1, 2, nt, nt, 2, nt, 104, 1, -8
CN(C)CCNC(=O)c1cccc(-c2cnc3c(NC=O)cc(-c4ccc(C(=O)N5CCOCC5)cc4)cn23)c1
 : 0.1, -3, -6, nt, 0.1, 11, -6, 100, 1, 0

An excerpt from above in order of number of heavy atoms, low to high:
Below each SMILES: aDG glyco act, Exocytosis inh, NOD2-RIPK2 inh, TLR9-MyD88 block, MC4R ag barr, ABHD5 PLIN5 PPI, MC4R antagonist, ABCB6 inh 2, Glyco luc inh, Vif imaging
CC(=O)c1c(C(=O)O)c2ccccc2[nH]c1=O
 : 0.6, 0, -5, -8, -1.6, 1, 5, 102, 0, -4
COc1cc(/C=C/c2ccc(O)cc2)cc(OC)c1
 : 0.1, -4, -5, -4, 0.5, -2, -6, 99, -2, ?
CC1(C)CC(=O)C2=C(C1)Nc1ccccc1NC2c1cccs1 (configuration not stated)
 : -0.2, 5, -1, 5, -0.1, -15, -2, 106, 3, 10
CCN(C(=O)Cc1c(C(=O)O)[nH]c2ccccc12)c1cc(OC)ccc1OC
 : -0.4, 0, -2, 1, -1.0, 1, 7, 99, 0, 3
O=C1NC(Cc2ccccc2)c2nc3cc(F)ccc3c(=O)n2-c2ncccc21 (configuration not stated)
 : -0.1, 9, -7, -7, 2.1, 0, 20, 100, 2, nt
COc1ccc(-c2csc(NC(=O)CN3C(=O)NC4(CCCC4)C3=O)n2)cc1OC
 : -0.1, 0, 4, 6, -2.0, -7, -4, 95, 1, 18
CC(=O)Nc1sc(C)c(C)c1C(=O)OCC(=O)Nc1cc(S(=O)(=O)N2CCCCC2)ccc1Cl
 : -0.2, -4, -15, 6, 1.1, 3, -3, 97, 1, 0
CN(C)CCNC(=O)c1cccc(-c2cnc3c(NC=O)cc(-c4ccc(C(=O)N5CCOCC5)cc4)cn23)c1
 : 0.1, -3, -6, nt, 0.1, 11, -6, 100, 1, 0
